OXTR potentiator: potentiates the human oxytocin receptor response; activation, % at 3 µM; CHO-OTR cells, Fluo-8 calcium fluorescence, potentiator mode; 0% = oxytocin EC15, 100% = EC100; 320,000 tested, 0.061% active;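 active means activation above that plate's cutoff, the mean activation of tested compounds plus 3 SD, cut at about 6.6% in these data, passing the limit was not always enough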;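 further: 100% uses oxytocin at 75 nM as the full agonist control; some results filed as inactive read as strong as hits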
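Assay system: CHO cell line stably expressing human OTR | Also added: Oxytocin at about EC15, sub-maximal agonist stimulus | Times: Compound 6 min at room temperature before oxytocin, 100 s read | Measured by: Fluo-8 intracellular calcium fluorescence, ex 470-495, em 515-575 nm | Controls: EC15 oxytocin alone as 0%, 75 nM oxytocin as 100%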
CHRM1 agonist: agonists of human M1 muscarinic receptor. 360,000 tested, 0.33% active. P11229. activation, % at 3 µM. CHO-K1 hM1, Fluo-8 calcium fluorescence, agonist mode; 0% DMSO, 100% acetylcholine EC100;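 active means activation above the run's mean compound activation plus 3 SD, cut at about 16% in these data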;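 further: peak over basal fluorescence ratio within a 140 s kinetic read after compound addition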
Target sequence (P11229 whole entry, looked up): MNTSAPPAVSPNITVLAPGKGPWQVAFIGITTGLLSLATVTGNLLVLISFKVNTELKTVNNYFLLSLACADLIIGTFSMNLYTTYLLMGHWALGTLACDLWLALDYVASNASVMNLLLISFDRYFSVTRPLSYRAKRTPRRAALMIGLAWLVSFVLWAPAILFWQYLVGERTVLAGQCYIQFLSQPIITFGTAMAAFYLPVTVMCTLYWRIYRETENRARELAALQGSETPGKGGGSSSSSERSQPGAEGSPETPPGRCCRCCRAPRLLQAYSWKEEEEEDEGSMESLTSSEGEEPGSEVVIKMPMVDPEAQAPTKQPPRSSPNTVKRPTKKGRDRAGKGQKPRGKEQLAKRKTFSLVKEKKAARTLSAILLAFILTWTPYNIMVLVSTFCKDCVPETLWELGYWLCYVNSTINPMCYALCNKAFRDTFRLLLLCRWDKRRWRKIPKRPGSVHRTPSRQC
CHO parental Ca: signal in parental CHO cells, OX1R antagonist counter-screen; inhibition, % at 5.6 µM; AID 463079; parental CHO-K1, ATP-induced calcium, Fluo-8 fluorescence; 330,000 tested, 0.63% active;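 active means inhibition above that plate's mean sample inhibition plus 3 SD, cut at about 26% in these data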;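 further: 0% = ATP-challenged DMSO wells and 100% = DMSO wells without ATP; some compounds past the cut are filed as inactive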
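Test system: untransfected parental CHO cell line; also added: ATP stimulus; dosing: 5.6 µM, single dose; signal: calcium-sensitive Fluo-8 fluorescence; measure: percent inhibition of ATP-evoked calcium rise, normalized to controls; benchmarks: low control ATP plus DMSO, high control DMSO only; replication: one well per compound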
TAAR1 agonist: agonists of human TAAR1; Q96RJ0; CHO RD-HGA16 TAAR1, Fluo-8 calcium fluorescence; vehicle wells 0%, saturating PEA agonist 100%; activation, % at 3 µM; 360,000 tested, 0.99% active; AID 624467;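 active means activation above the mean activation of all test compounds in the run plus 3 SD, cut at about 38% in these data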
Target sequence (Q96RJ0 whole entry, looked up): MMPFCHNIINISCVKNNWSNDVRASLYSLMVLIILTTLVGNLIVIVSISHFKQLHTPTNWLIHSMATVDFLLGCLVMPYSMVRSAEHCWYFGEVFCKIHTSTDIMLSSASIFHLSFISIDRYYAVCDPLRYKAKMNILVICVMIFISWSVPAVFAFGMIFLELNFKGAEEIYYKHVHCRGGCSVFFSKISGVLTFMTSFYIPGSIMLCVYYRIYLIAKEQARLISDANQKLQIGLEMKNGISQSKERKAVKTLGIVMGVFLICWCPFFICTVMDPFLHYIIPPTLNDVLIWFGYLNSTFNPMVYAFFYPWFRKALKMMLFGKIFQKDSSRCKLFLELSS
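System: CHO-derived RD-HGA16 cells with stable Gα16 and human TAAR1 / Times: 17-24 h plating, Fluo-8 75 min 37 °C, 30 min RT / Technique: calcium-sensitive Fluo-8 signal, excitation 470-495, emission 515-575 nm / Measure: % activation relative to PEA EC100 response / Benchmarks: DMSO and PEA EC100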
CHO-K1 Ca PAM: M1 PAM counterscreen hit in parental CHO-K1 cells. AID 602247. 360,000 tested, 0.02% active. activation, % at 3 µM. ATP EC20, Fluo-8 calcium fluorescence; 0% at ATP EC20, 100% at ATP max;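 active means activation above the run cutoff, the mean activation of all test compounds plus 3 SD, cut at about 40% in these data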;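 further: peak over basal fluorescence ratio in a 140 s read after ATP addition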
CHO-K1 Ca ag: M1 agonist counterscreen hit in parental CHO-K1 cells; activation, % at 3 µM; Fluo-8 calcium fluorescence; scaled to maximal ATP response, vehicle zero; 360,000 tested, 0.48% active; in the data active means activation above about 15%;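 further: untransfected CHO-K1 host cells lacking M1 receptor as counterscreen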
M1 antag: human CHRM1 antagonism; CHO-K1 hM1, Fluo-8 calcium fluorescence, ACh EC80 antagonist; inhibition, % at 3 µM; 360,000 tested, 1.3% active; AID 588852;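 active means percent inhibition above its own plate's cutoff, namely the mean of that plate's compound wells plus 3 SD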;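 further: peak over basal fluorescence ratio during 140 s after agonist addition; 0% = ACh EC80 plus DMSO and 100% = DMSO alone without agonist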
TAAR1 antag: antagonists of human TAAR1. Q96RJ0. CHO RD-HGA16 TAAR1, Fluo-8 calcium fluorescence, antagonist. inhibition, % at 3 µM. 360,000 tested, 1.5% active. AID 624466;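 active means inhibition above a per-plate cutoff, the mean inhibition of test compounds on that plate plus 3 SD, cut at about 49% in these data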;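 further: 0% = DMSO plus EC80 beta-PEA response and 100% = DMSO alone without agonist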
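System: RD-HGA16 CHO cells with stable hTAAR1 and Gα16 | Probe or stimulus: EC80 β-phenethylamine stimulus | Dosing: 3 µM, single point | Times: Dye loading 75 min at 37 °C, then 30 min room temperature | Measured by: Fluo-8 calcium-sensitive fluorescence | Read-out basis: % inhibition of agonist calcium response | Replicates: n of 1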
CHO-K1 Ca antag: counter-screen for M1 antagonists: effect in parental CHO-K1 cells. inhibition, % at 3 µM. ATP-induced calcium, Fluo-8 fluorescence. 360,000 tested, 0.6% active. AID 602250;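 active means inhibition above a per-plate cutoff, the plate's mean sample inhibition plus 3 SD, cut at about 24% in these data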;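 further: 0% = DMSO plus EC80 ATP and 100% = DMSO alone without ATP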
* = called active by the depositor; . = no result given. Compounds as they come; about 4.2% have a hit in one of these screens.

no. | canonical_smiles | OXTR potentiator | CHRM1 agonist | CHO parental Ca | TAAR1 agonist | CHO-K1 Ca PAM | CHO-K1 Ca ag | M1 antag | TAAR1 antag | CHO-K1 Ca antag
1 | O=C(CC(=O)c1ccccn1)c1ccccc1 | . | 3.2 | . | 23.6 | 6.5 | 2.3 | -12.4 | 1.9 | -4.3
2 | CCOc1ccc(Cc2nc(N)nc(N)n2)cc1 | -17.6 | -3.6 | 1.2 | 1.9 | -4.8 | 0.2 | 11.1 | 16.4 | 4.2
3 | CCCCn1c(N)c(N(CCOC)C(=O)CSc2nnc(-c3ccncc3)n2CCC)c(=O)[nH]c1=O | -0.9 | -0.7 | -13.3 | 1.4 | 6.5 | 1.7 | -18.6 | -27.4 | -2.5
4 | Cc1nsc(Nc2ccccc2)c1C#N | -3.9 | -2.8 | -7.1 | 5.2 | 4.8 | 0.9 | -7.2 | 9.1 | -14.9
5 | O=c1c2ccccc2[nH]c(=S)n1CCN1CCc2ccccc2C1 | -13.7 | -2.6 | -10.0 | 2.8 | 17.5 | 0.4 | -12.9 | -35.1 | -21.3
6 | Cc1cc(=O)oc2cc(N3C(=O)CC(Cc4ccccc4)C3=O)ccc12 (stereo not given) | -8.4 | -0.7 | -23.1 | 0.5 | 18.9 | 1.6 | -5.3 | -4.8 | -7.6
7 | C1CCc2c(nc3nnnn3c2NC2CCCC2)C1 | 0.6 | -2.3 | -9.5 | 17.2 | 6.8 | 0.1 | -1.4 | -2.3 | 3.3
8 | COc1ccc(/C=N/NC(=S)Nc2ccccc2[N+](=O)[O-])cc1O | -4.2 | -6.4 | -6.5 | 4.6 | 7.4 | 4.9 | 14.2 | 29.9 | -4.2
9 | O=C(NCCCc1ccc(F)cc1)C1CCC(=O)N(CCN2CCOCC2)C1 (stereo not given) | -2.6 | -6.6 | -2.6 | 0.4 | 14.9 | 2.4 | -7.6 | -36.5 | -10.1
10 | Clc1ccc(Cl)c(-c2nn3c(COc4ccccc4)nnc3s2)c1 | -3.2 | -6.5 | 4.0 | 10.7 | 9.7 | 0.4 | -2.8 | 12.5 | 4.4
11 | Cc1ccc(S(=O)(=O)NCc2ccccc2)cc1C(=O)N1CCCCC1 | -6.5 | 0.8 | -11.5 | 3.5 | 13.2 | 3.6 | -13.9 | -6.0 | -7.0
12 | N#CCC(=O)N/N=C/c1cn(Cc2ccccc2C#N)c2ccccc12 | 4.4 | -1.5 | -6.5 | 0.1 | 16.3 | 1.6 | -14.7 | -30.2 | -6.9

In a second layout: two of the compounds above
Every second line gives: OXTR potentiator | CHRM1 agonist | CHO parental Ca | TAAR1 agonist | CHO-K1 Ca PAM | CHO-K1 Ca ag | M1 antag | TAAR1 antag | CHO-K1 Ca antag
#8 COc1ccc(/C=N/NC(=S)Nc2ccccc2[N+](=O)[O-])cc1O
    -4.2 | -6.4 | -6.5 | 4.6 | 7.4 | 4.9 | 14.2 | 29.9 | -4.2
#9 O=C(NCCCc1ccc(F)cc1)C1CCC(=O)N(CCN2CCOCC2)C1 (stereo not given)
    -2.6 | -6.6 | -2.6 | 0.4 | 14.9 | 2.4 | -7.6 | -36.5 | -10.1

Other records.
no. | canonical_smiles | OXTR potentiator | CHRM1 agonist | CHO parental Ca | TAAR1 agonist | CHO-K1 Ca PAM | CHO-K1 Ca ag | M1 antag | TAAR1 antag | CHO-K1 Ca antag
13 | CC(C)(C)OC(=O)CNC(=O)c1nc[nH]c1C(=O)N1CCN(C(=O)OC(C)(C)C)CC1 | -7.2 | -3.2 | -5.5 | -0.2 | 12.8 | 0.6 | -7.2 | 0.2 | -16.4
14 | O=C(O)CSc1ncccc1C(=O)O | -3.2 | -2.8 | 2.3 | 1.2 | 11.1 | 0.3 | 3.8 | -7.4 | -4.4
15 | CC(C)(C)C(=O)N1CCc2cc(-c3csc(N)n3)ccc21 | -5.1 | -4.1 | -22.6 | 10.5 | -3.0 | -0.1 | -3.0 | 6.3 | -2.6
16 | COc1cccc(NC(=O)CSc2nnc(CN3CCOCC3)n2C)c1 | 1.4 | 2.7 | -3.5 | 8.6 | 24.7 | 1.4 | -3.0 | 9.4 | -11.0
17 | CSc1nc(NC(C)=O)nc(C)c1Br | -2.4 | -3.5 | -4.1 | 2.2 | 12.7 | -0.3 | -12.1 | -5.5 | -2.2
18 | CCOc1c(Br)cc(CNc2ccc(N3CCOCC3)cc2)cc1OC | 2.1 | -2.1 | -8.0 | 1.2 | 14.4 | 0.9 | -2.7 | 15.3 | -15.8
19 | CC(C)=C1C2CC2C2C(C(=O)O)C12 (stereo not given) | -9.0 | -0.8 | -13.3 | 1.3 | 9.7 | -0.1 | -6.2 | 8.1 | -3.3
20 | COCCCNC(=O)CN1C(=O)CSc2ncccc21 | 1.6 | -1.5 | -3.5 | 4.3 | 26.4 | 1.1 | -13.9 | -12.6 | -8.1
21 | CCOC(=O)C(C)c1n[nH]c(=O)c2ccccc12 (stereo not given) | 2.8 | -2.3 | 2.7 | 6.5 | 4.7 | 0.1 | -5.3 | -3.6 | -6.5
22 | CCCc1nc(SC2CCCC2)c2c(=O)n(C)c(=O)n(C)c2n1 | -2.4 | -3.9 | -5.7 | -1.3 | 7.1 | 0.5 | -10.3 | -22.4 | 10.5
23 | Cc1ccc(OCCCC(=O)NC(C)c2ccccc2)c(C)c1 (stereo not given) | -2.0 | -3.9 | -20.0 | -2.7 | 16.9 | 1.0 | -12.7 | -40.5 | -13.7
24 | CC(C(=O)OCC(=O)NC1CCCC1)N1C(=O)c2ccccc2C1=O (stereo not given) | -3.9 | -1.5 | -10.0 | 0.2 | 8.4 | 0.4 | -3.3 | 2.1 | -12.9
25 | O=C(Oc1cccc2cccnc12)c1ccco1 | -16.9 | -2.2 | 6.2 | -2.8 | -3.4 | -0.2 | -10.0 | 1.1 | 3.1
26 | COc1ccc(-c2csc(NC(=O)C3=COCCO3)n2)cc1OC | . | -0.6 | . | 2.5 | 19.9 | 2.1 | -1.5 | 7.2 | -15.5
27 | CCOC(=O)c1c(N)sc2c(O)c(Br)ccc12 | 0.1 | -3.8 | -8.6 | -0.1 | 19.6 | 1.2 | -2.0 | -9.9 | -9.9
28 | O=C(CN1CCC(NC(=O)Nc2ccccc2)CC1)Nc1ccc([N+](=O)[O-])cc1 | -19.7 | -0.9 | 10.2 | 3.5 | -9.1 | 4.1 | -6.8 | 2.7 | -8.1
29 | CC(=O)Nc1ccccc1C(=O)C(=O)Nc1cccc(C(=O)NC2CC2)c1 | 0.9 | -5.3 | -1.9 | 1.2 | 7.2 | -0.5 | -13.0 | 4.2 | 7.2
30 | Cc1nc2ccccc2c2oc(C(=O)N3CC(C)CC(C)C3)cc12 (stereo not given) | 0.2 | -4.3 | -30.8 | -3.5 | 8.8 | 1.0 | -3.8 | -11.3 | -10.4
31 | Cc1onc(-c2c(Cl)cccc2Cl)c1C(=O)NC(=S)N1CCOCC1 | -1.5 | -6.8 | -4.9 | 2.3 | 3.3 | 0.9 | -6.4 | -27.7 | 3.2
32 | C=CCn1c(SCCOc2ccc(OC)cc2)nnc1C(C)NC(=O)Cc1ccc(OC)cc1 (stereo not given) | -0.2 | -4.5 | -16.4 | 3.9 | 18.8 | 1.0 | -3.6 | -14.2 | -10.2
33 | Cc1cc(C)c(NC(=O)COC(=O)CCn2c(C)csc2=O)c(C)c1 | 4.8 | -3.9 | -21.1 | 0.8 | 25.4 | 0.7 | -12.1 | -16.5 | -1.6
34 | COC(=O)c1cccc(C(=O)N2CCC(CO)(Cc3ccccc3Cl)CC2)c1 | -7.7 | 2.7 | -7.6 | 12.6 | 9.7 | 6.9 | 1.3 | 12.7 | -8.3
35 | O=C(CCN1CCOCC1)N/N=C/c1cc([N+](=O)[O-])ccc1OC(F)F | -12.9 | -4.3 | 0.4 | 8.8 | 19.3 | 0.6 | -7.1 | -1.2 | -16.5
36 | O=C(CN1CCCC1)Nc1ccc([N+](=O)[O-])cc1Cl | -1.1 | -7.3 | -6.4 | -0.8 | 15.6 | 0.9 | -12.3 | -1.1 | -11.0
37 | COc1cccc(/C=N/NC(=O)CNC(=O)c2ccc(S(=O)(=O)N3CCCC3)cc2)c1OC | 1.4 | -9.5 | -20.8 | 4.4 | 16.3 | 4.8 | 6.5 | 2.9 | -0.1
38 | COC(=O)c1ccc(CO/N=C(\NC(C)=O)c2nonc2NC(C)=O)cc1 | -2.0 | 17.0* | -5.5 | 2.5 | 17.1 | 0.5 | -8.0 | 1.6 | -9.4
39 | CC(C)(C)OC(=O)NCCCC[C@@H](C(=O)N1CCN(C(=O)OC(C)(C)C)CC1)n1cc(CCC(=O)O)nn1 | -5.6 | -2.6 | -9.9 | 3.6 | 11.7 | 0.8 | 9.6 | -3.8 | -6.5
40 | Cc1ccc(O)c(NC(=O)C2CCCCC2)c1 | -7.3 | -2.5 | 4.3 | -1.2 | 7.0 | 0.8 | -13.8 | -8.1 | -8.9
41 | O=C(NCc1cccc2[nH]ccc12)C1CCC(=O)N(CCc2ccccc2)C1 (stereo not given) | -16.4 | -1.2 | -17.4 | 2.2 | 16.9 | 2.9 | -16.0 | -10.1 | -21.0
42 | COc1ccc2c(c1OC)C(=O)N1C2SC(C)(C)[C@H]1C(=O)NCCCOC(C)C (stereo not given in full) | -17.6 | -7.1 | -20.2 | 1.8 | -5.0 | 0.4 | -2.3 | -6.6 | -5.8
43 | CC(C)Cc1ccc(CN2CCC(n3nccc3NC(=O)C3CCCC3)CC2)cc1 | -3.8 | -1.6 | -18.7 | 6.4 | 13.3 | 3.5 | 1.6 | -28.9 | 11.7
44 | COc1ccc(CCN(C)C(=O)CSc2nnc(-c3ccco3)o2)cc1OC | -6.0 | -1.9 | 0.1 | 0.7 | -2.8 | 0.3 | -7.4 | -11.7 | 0.5
45 | O=c1[nH]c(SCc2ccccc2)nc2c1cnn2-c1ccc(F)cc1 | -9.8 | -0.9 | -8.8 | 2.5 | -5.3 | 0.3 | -1.4 | -8.4 | 5.3
46 | CC(C)=NNC1=NC(C)(C)Cc2ccccc21 | -7.2 | -2.2 | -12.8 | -0.3 | -11.6 | 0.1 | -8.1 | -8.7 | 14.2
47 | NC(=O)Cn1nc2sc3ccccc3n2c(=O)c1=O | 0.2 | . | -1.8 | 6.1 | . | . | . | -19.6 | .
48 | CN(C)N1C(=O)c2c(Cl)c(Cl)c(Cl)c(Cl)c2C1=O | . | 0.1 | . | 6.7 | 1.7 | -0.4 | -4.3 | -14.8 | -0.6
49 | COc1ccc(S(=O)(=O)N2CCOC23CCN(S(=O)(=O)c2ccc([N+](=O)[O-])cc2)CC3)cc1 | -13.5 | -0.4 | 3.0 | 1.5 | 1.4 | 3.1 | 0.0 | -7.0 | -8.7

Compound activity: PubChem, The Scripps Research Institute Molecular Screening Center
